Bioassay records: PubChem BioAssay, Southern Research Specialized Biocontainment Screening Center
VEEV TC-83 Vero: inhibitors of VEEV TC-83 cytopathic effect, confirmation, Vero cells (AID 588727); inhibition, % at 20 µM, or IC50 in µM where a hit was titrated; Vero cells, VEEV TC-83 cytopathic effect inhibition; higher % means a stronger effect; actives 0.13% (n = 350,000); in the data active = a potency from the dose series; inconclusive = inhibition mostly from about 14% at the one dose, without a potency; inactive = the rest, 99 in 100 with inhibition below about 12%; note: strong numbers were not always called active
H37Rv inhibition: M. tuberculosis growth inhibition, HTS (AID 449762); actives 0.59% (n = 330,000); inhibition, % at 25 µM, or IC50 in µM where a hit was titrated; M. tuberculosis H37Rv growth inhibition, 7H9 media; higher % means a stronger effect; in the data active = a potency from the dose series; inconclusive = inhibition above about 70% without an active follow-up result;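 note: bacterial growth assessed after seven days of incubation; strong numbers were not always called active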
tuberculosis growth: growth inhibition of non-replicating M. tuberculosis (AID 488890); actives 0.39% (n = 320,000); Mycobacterium tuberculosis non-replicating, growth inhibition; higher % means a stronger effect; inhibition, % at 25 µM, or IC50 in µM where a hit was titrated; in the data active = a potency from the dose series; inconclusive = inhibition mostly from about 82% at the one dose, without a potency; inactive = the rest, 99 in 100 with inhibition below about 76%;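 note: plate controls were DMSO cells for no effect and high antibiotic wells for full effect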
H1N1 NS1A inhibition: H1N1 influenza NS1A inhibitors, functional cell based assay (AID 504329); actives 0.3% (n = 340,000); NS1A functional cell-based assay, percent inhibition; higher % means a stronger effect; one-dose inhibition, % at 12.5 µM; IC50 in µM for titrated hits; in the data active = a potency from the dose series; inconclusive = inhibition above about 27% without an active follow-up result; note: strong numbers were not always called active
PhoP GFP inhibition: Inhibition of PhoP regulon, Salmonella typhi GFP reporter cells, confirmation, 4 h (AID 1850) | Salmonella Typhi PhoP-promoter GFP reporter, fluorescence, 4 h; higher % means a stronger effect | inhibition, % at 50 µM, or IC50 in µM where a hit was titrated | actives 0.33% (n = 310,000); in the data active = a potency from the dose series; inconclusive = inhibition mostly from about 25% at the one dose, without a potency; inactive = the rest, 99 in 100 with inhibition below about 19%;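 note: 0% = induced wells with vehicle and 100% = uninduced wells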
VEEV TC-83 Vero 10K pilot screen: second read-out of VEEV TC-83 Vero, no call of its own (marks repeat the call); inhibition, %; measured here: 10K pilot screen inhibition
Starred values were filed as active, the others as inactive; i = inactive; ? = inconclusive; . = no result given; & = joins results of further samples.

SMILES | VEEV TC-83 Vero | H37Rv inhibition | tuberculosis growth | H1N1 NS1A inhibition | PhoP GFP inhibition | others
O=C(N/N=C/c1c(O)n(C2CC2)c(=S)[nH]c1=O)c1ccccc1 | 0.6% | 3% | 5% | 13µM* | -6%
CC(=NNC(=S)N1CCC1)c1ccccn1 | 6.8% | . | . | 2.1µM* | .
CC1(C)C(=O)CC[C@]2(C)C3C(=O)C=C4[C@H]5C[C@@](C)(C(=O)O)CC[C@]5(C)CC[C@]4(C)[C@]3(C)CC[C@@H]12 (some centres not stated) | 1.5% | -1% | 4% | 9% | -13%
CCN(CC)CCCNc1nc2ccccc2c2nc(-c3ccncc3)nn12 | 5.6% | -1% | 31% | -22% | 0%
CC(C)=CC(=O)O[C@@H]1Cc2c(ccc3ccc(=O)oc23)OC1(C)C | i | 1% | 11% | -16% | . | VEEV TC-83 Vero 10K pilot screen=0.2
COC(=O)C1=C(C)NC2=C(C(=O)CC(C)(C)C2)C1c1cccc(C)n1 (configuration not stated) | 1.7% | -6% | -3% | 2% | 13%
CC(C)CN(C(=O)c1ccc(S(=O)(=O)N2CCCCC2)cc1)C1CCS(=O)(=O)C1 (configuration not stated) | 0.8% | . | . | -5% | .
CCn1cc(CNC(=O)c2cc(Cl)ccc2OC)c(C)n1 | 1.6% | -3% | 8% | 5% | -5%
CSc1ccccc1NC(=O)Nc1ccc(F)c(Cl)c1 | 6.9% | -2% | 0% | -2% | -8%
CN1NC(=O)CC1c1ccccc1 (configuration not stated) | 3.9% | . | . | 1% | .
Cc1ccc(C(=O)Nc2cc([N+](=O)[O-])ccc2C)cc1 | 1.5% | 10% | 64% | -4% | -5%
C=CCn1c(SCC(=O)Nc2cccc(C(=O)OC)c2)nnc1C(C)NC(=O)c1cccs1 (configuration not stated) | 2.8% | -7% | -3% | 28% | -2%
Cc1nnc(NC(=O)CSc2ncc(-c3ccccc3)[nH]2)s1 | 0.5% | 2% | -4% | -12% | -1%
C=CCN1C=C2C(=O)C(C)(OC(=O)c3ccc(OC)cc3)C(=O)C(c3ccco3)=C2C=C1CCCC (configuration not stated) | 1.7% | -3% | 25% | -1% | -10%
Cc1ccc(NC(=O)C(C)N2C(=O)c3ccccc3C2=O)nc1 (configuration not stated) | 0.4% | 4% | -11% | 4% | 7%
CC(C)c1ccc(C(O)P(=O)(OC2CCCCC2)OC2CCCCC2)cc1 (configuration not stated) | 1.2% | 19% | 31% | . | 0%
CCCCn1nc(C(=O)NC2=NCCS2)c2ccccc2c1=O | 2.7% | 3% | 17% | 5% | 4%
O=C(COc1ccccc1F)NCc1nc2ccccc2[nH]1 | 0.6% | 6% | 61% | -3% | -6%
CCOc1ccc(/C=C2\SC(N3CCc4ccccc4C3)=NC2=O)cc1 | 8.1% | 0% | 9% | 6% | -4%
CNc1c([N+](=O)[O-])cnn1-c1ccc(Cl)cc1Cl | 5.4% | 2% | 11% | -71% | 0%
CSCC[C@H](NC(=O)[C@H](Cc1ccccc1)n1c(=O)[nH]c2ccccc2c1=O)C(=O)N1CCC[C@@H]1C(=O)O | 0.6% | -3% | 14% | -3% | -1%
N#Cc1cn(-c2ccccc2)nc1-c1ccc2c(c1)OCCO2 | 5.2% | -3% | -6% | -2% | -3%
COC(=O)/C(=C\C(=O)c1ccccc1)Nc1cccc(C(F)(F)F)c1 | 7.2% | -1% | 15% | 5% | -8%
CN1CCN(S(=O)(=O)c2ccc(N(C)CC(=O)Nc3ccc(F)cc3)nc2)CC1 | . | 6% | -7% | . | -7%
C(=N\Nc1nncc2ccccc12)/c1ccccn1 | 2.4% | 9% | 23% | 4.5µM* | 6%

(more compounds)
SMILES | VEEV TC-83 Vero | H37Rv inhibition | tuberculosis growth | H1N1 NS1A inhibition | PhoP GFP inhibition | others
COc1cc(OC)c(OC)cc1C=NCC1(c2ccccc2)CCCC1 | i | 0% | 5% | -2% | 1%
O=C(NCc1ccco1)C(c1ccccc1)N(Cc1cccnc1)C(=O)Cn1nnc2ccccc21 (configuration not stated) | 1.9% | 3% | 28% | -7% | 7%
Cc1nc2nc(SCC(=O)O)nn2c(C)c1Cc1ccccc1Cl | 2.0% | 1% | 1% | -8% | 6%
O=C(NCc1ccccc1Cl)C1CCN(c2ncnc3c2nc2n3CCCCC2)CC1 | 0.8% | 5% | -7% | 1% | 8%
Cc1noc(C)c1S(=O)(=O)Nc1ccccc1N1CCOCC1 | 0.5% | -14% | -5% | 1% | 0%
Cc1ccc(NC(=O)CCC(=O)NNC(=O)C(c2ccccc2)c2ccccc2)c(C)c1 | 3.3% | 7% | -20% | 5% | 0%
CC1CCN(C(=O)CN2C(=O)C(C)(C)Oc3ccc(C(=O)NC4CCCC4)cc32)CC1 | 0.3% | -19% | 36% | 1% | -1%
COc1ccc(Cc2nc3ccc(C(=O)NCCc4ccccn4)cc3o2)cc1OC | 9.4% | 3% | 19% | -5% | -13%
COc1cccc(CNc2ccc3c(c2)ncn3C)c1OC | i | 8% | 31% | -6% | 4%
O=C(COC(=O)c1cc2c(s1)CCCC2)Nc1ccc(Cl)cn1 | i | 1% | 54% | 1% | -4%
CCCCOc1ccc(C2/C(=C(/O)c3ccc4c(c3)CC(C)O4)C(=O)C(=O)N2CCCN2CCOCC2)cc1OC (configuration not stated) | i | -7% | 18% | 26% | -10%
COc1ccccc1/C=C1\Oc2cc(OC(=O)N3CCOCC3)ccc2C1=O | 0.3% | 4% | 16% | 7% | 5%
C=CCn1c(SCc2csc(C)n2)nc2sc3c(c2c1=O)CCCC3 | 9.8% | -1% | 11% | -2% | 5%
CCOC(=O)N1CCN(C(=O)COc2ccccc2Cl)CC1 | 1.4% | 0% | 36% | 7% | 0%
CCc1ccc(NC(=O)N(C2CCC(C)CC2)C2CCN(C(C)=O)CC2)cc1 (configuration not stated) | 0.2% | 1% | 50% | 8% | -11%
CC(C)C(=O)Nc1cccc(-c2cnc3ccccc3n2)c1 | i | 4% | 13% | -2% | 4% | VEEV TC-83 Vero 10K pilot screen=7.5
CCCn1nnnc1SCC(=O)NCc1ccc(OC)cc1 | 0.7% | -5% | -3% | 0% | 0%
Cc1ccccc1CC1(CO)CCCN(C(=O)CCN2CCCO2)C1 (configuration not stated) | 0.9% | 0% | 12% | 1% | 4%
O=c1[nH]c2ccsc2c(=O)n1-c1ccc(F)c(Cl)c1 | i | -11% | -4% | -6% | 0%
CN(CC(=O)N1CCc2ccccc21)S(=O)(=O)c1ccc(Br)s1 | 1.4% | 5% | 41% | 4% | -11%
O=C(Nc1ccccc1C(=O)N1CCCCC1)c1ccccc1C(F)(F)F | i | -2% | -10% | -26% | 0%
CCN(C(=O)COc1ncnc2scc(-c3ccc(F)cc3)c12)C1CCS(=O)(=O)C1 (configuration not stated) | 0.6% | -4% | 5% | -3% | 7%
CC(=O)c1cccc(OCC(O)CN2CCN(S(=O)(=O)c3c(F)cccc3F)CC2)c1 (configuration not stated) | 2.5% | 2% | 1% | -6% | 1%
CCc1ncc(C(=O)c2ccc(OC)cc2)n1C | i | -12% | 25% | 0% | 6%
CN1C(=O)CSC1=Nc1cccc(Cl)c1 | 0.0% | -7% | -9% | -3% | 0%

Other results follow:
SMILES | VEEV TC-83 Vero | H37Rv inhibition | tuberculosis growth | H1N1 NS1A inhibition | PhoP GFP inhibition | others
CC(N)C(=O)NC1C2C(=C(O)CC(O)C2O)C(=O)OC1(C)C(Cl)Cl (configuration not stated) | >25µM* | . | . | 2% | .
CC(NC(=O)CC1Sc2ccccc2NC1=O)c1ccccc1 (configuration not stated) | 0.7% | -11% | . | 11% | -4%
CC(Sc1ncc(C(F)(F)F)cc1Cl)C(=O)NCC1CCCO1 (configuration not stated) | 1.5% | 1% | 69% | -1% | -2%
O=C(Nc1ccc2c(c1)CN(Cc1ccco1)CC2)C1CCCO1 (configuration not stated) | 5.3% | -4% | 3% | 6% | -4%
COC(=O)c1nnn(-c2ccc(F)c(Cl)c2)c1C(=O)OC | 0.0% | 5% | 65% | 9% | 3%
COCCNCCOc1ccccc1-c1ccccc1 | i | -7% | 16% | 2% | -9%
COc1ccc(NC(=S)Nc2ccccn2)cc1 | 1.1% | -3% | 74% | 5% | 6%
Cc1cc(C)n(-c2ncccc2[N+](=O)[O-])n1 | 1.3% | -14% | -3% | 11% | -13%
Cc1nc2ccc(S(=O)(=O)NCC(=O)NCc3ccc(Cl)cc3)cc2s1 | 0.7% | 4% | -8% | 1% | 3%
Cc1onc(-c2ccccc2Cl)c1C(=O)N1C=CC(C(F)(F)F)=NCC1 | i | 2% | -2% | -3% | -6%
O=C(CNc1ccc2ccccc2c1)N/N=C/c1ccc(OC(=O)/C=C/c2ccco2)cc1 | 0.1% | ? | 24% | 2% | -7%
NC(=O)/C(=N\O)c1ccccc1 | 1.6% | -8% | -6% | 20% | -4%
O=C(c1ccco1)N1CCN(c2ncnc3c2cnn3-c2ccccc2)CC1 | 8.5% | 18% | 25% | 5% | 8%
Cc1ccc(S(=O)(=O)N2CCN(C(=O)COC(=O)COc3ccc(Br)cc3)CC2)c(C)c1 | 4.4% | . | . | 11% | .
COc1cccc(-n2c(COc3ccc(C)cc3)nnc2SCC(=O)O)c1 | 0.2% | 7% | 14% | 1% | -8%
O=C(CNC(=O)[C@@H]1Cc2ccccc2CN1)NCc1ccco1 | i | 2% | -4% | 1% | 13%
COc1ccc(Cl)cc1/C=C(\C#N)C(N)=O | 2.1% | 1% | 6% | -4% | -2%
O=C(Nc1ccc2c(c1)OCCO2)c1cc(-c2ccccc2)nc2ccccc12 | i | -15% | -3% | 8% | 12%
COc1ccc(C)cc1S(=O)(=O)Nc1ccc(F)c(Cl)c1 | 3.1% | 4% | -3% | -2% | -9% | VEEV TC-83 Vero 10K pilot screen=3.0
O=C(CC(CC(=O)c1ccc(Br)cc1)c1cccnc1)c1ccc(Br)cc1 | 4.0% | 1% | -7% | . | -6%
C=CC[C@H](CC(=O)NCCO)C(=O)NCCOC(=O)[C@@H](CC=C)Cc1ccc(F)cc1 | 1.3% | -3% | 0% | 0% | .
O=C(Nc1nnc(-c2ccc(F)cc2)s1)c1c(F)cccc1Cl | 0.5% | -4% | -10% | 25% | -9% | VEEV TC-83 Vero 10K pilot screen=4.1
COc1ccc(C2=NCCn3nc4cc(C(F)(F)F)ccc4c32)cc1 | 0.5% | 5% | -2% | 9% | -4%
O=C(Nc1ccc2c(c1)Cc1ccccc1-2)c1cc2ccccc2o1 | 0.8% | 32% | 12% | 3% | -4%
O=c1[nH]nc(-c2ccccc2)c2ccccc12 | 1.3% | -3% | -7% | 10% | 2%

An excerpt from above in order of length of the SMILES, rising.
SMILES | VEEV TC-83 Vero | H37Rv inhibition | tuberculosis growth | H1N1 NS1A inhibition | PhoP GFP inhibition | others
CN1NC(=O)CC1c1ccccc1 (configuration not stated) | 3.9% | . | . | 1% | .
CN1C(=O)CSC1=Nc1cccc(Cl)c1 | 0.0% | -7% | -9% | -3% | 0%
CC(C)C(=O)Nc1cccc(-c2cnc3ccccc3n2)c1 | i | 4% | 13% | -2% | 4% | VEEV TC-83 Vero 10K pilot screen=7.5
CC(=O)c1cccc(OCC(O)CN2CCN(S(=O)(=O)c3c(F)cccc3F)CC2)c1 (configuration not stated) | 2.5% | 2% | 1% | -6% | 1%
C=CC[C@H](CC(=O)NCCO)C(=O)NCCOC(=O)[C@@H](CC=C)Cc1ccc(F)cc1 | 1.3% | -3% | 0% | 0% | .

Going on with the list.
SMILES | VEEV TC-83 Vero | H37Rv inhibition | tuberculosis growth | H1N1 NS1A inhibition | PhoP GFP inhibition | others
CCOC(=O)C1=C(C)NC(C)=C(C(=O)OCC)C1C(=O)OCC(=O)N1CCC(C)CC1 | 0.8% | -2%&-5% | 8%&-8% | -1%&2% | -3%
Nc1nc(SCC(=O)N2CCCc3ccccc32)n(-c2ccccc2)n1 | 2.8% | 6% | . | -1% | .
COc1ccc(C(=O)CSc2[nH]c(=O)cc(C(F)(F)F)c2C#N)cc1 | 2.3% | -18% | 57% | -4% | 4%
COc1ccccc1-c1cc(-c2ccc(O)cc2)nc(N)c1C#N | 11% | 13% | 14% | 15% | -30%
O=C(COc1ccc(Br)cc1)NCCCn1ccnc1 | i | 2% | -5% | 6% | 3%
CSc1nc(O)c(C(c2cccc([N+](=O)[O-])c2)c2c(O)nc(SC)[nH]c2=O)c(=O)[nH]1 | i | 7% | 1% | -4% | 8%
Cc1cc(C)nc(NS(=O)(=O)c2ccc(N3C(=O)C4CCCCC4C3=O)cc2)n1 (configuration not stated) | 2.2% | -3% | 7% | 2% | 1%
CCOc1ccc(S(=O)(=O)NC(C)(C)C)cc1-c1nc2c(C(C)(C)C)nn(C)c2c(=O)[nH]1 | 8.1% | -4% | 40% | 6% | 16%
CCOC(=O)N1CCN(C(=O)CCl)CC1 | ? | 57% | 79% | -2% | -3%
